Screening data: PubChem, National Center for Advancing Translational Sciences (NCATS)
JMJD2E inh = inhibitors of human JMJD2E histone demethylase; JMJD2E catalytic domain, FDH-coupled NADH fluorescence (FDH is formaldehyde dehydrogenase); 230,000 tested, 1.6% active; B2RXH2; Potency, µM (series often up to 57.1 µM), inactives show at the highest dose activity change, negative = inhibition, most hits filed as inhibitors; AID 2147; active means well fitted inhibition curve with a large enough effect, not every such curve was filed as active; inconclusive means small, poorly fitted or top-dose-only effect, or another doubt; inactive means no such curve, though single readings can be large or run the other way;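 further: 0% = wells with enzyme and -100% = buffer wells without enzyme; nearly all actives have a fitted effect of over 50% in size; many of its hits are not listed in these tables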
Target sequence (B2RXH2 1-337 limits assumed): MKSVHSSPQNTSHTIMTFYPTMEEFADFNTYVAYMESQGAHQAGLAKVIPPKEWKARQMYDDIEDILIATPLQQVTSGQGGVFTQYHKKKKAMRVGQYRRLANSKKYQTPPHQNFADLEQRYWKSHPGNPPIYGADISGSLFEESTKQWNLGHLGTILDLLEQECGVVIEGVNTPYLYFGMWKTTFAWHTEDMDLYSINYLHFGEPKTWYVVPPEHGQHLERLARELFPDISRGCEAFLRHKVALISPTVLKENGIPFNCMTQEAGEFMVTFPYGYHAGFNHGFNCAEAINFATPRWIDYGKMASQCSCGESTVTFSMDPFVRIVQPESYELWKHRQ
L3MBTL1 block = L3MBTL1 (human) inhibition | Q9Y468 | AlphaScreen L3MBTL1–H3K9me1 peptide binding | Potency, µM (series often up to 57.1 µM), for the others: top-dose activity, negative = inhibition, most hits filed as inhibitors | 230,000 tested, 0.66% active | AID 485360; further: on the % scale 0 is the no-effect control and ±100 the full control effect; nearly all actives have a fitted effect of over 60% in size
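L3MBTL1 50 nM + b-AHA-H3(1-15)K9me1 75 nM, 30 min RT; compound added, 30 min RT; streptavidin donor/Ni-chelate acceptor beads 10 ug/mL each final, 30 min RT dark; AlphaScreen read.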
Tau fibril ThT = inhibitors of human tau fibril formation, thioflavin T binding | P10636 | Potency, µM (top dose mostly 57.4 µM), without a hit: top-dose activity, negative = inhibition, usual class: inhibitors | recombinant tau K18 P301L (four-repeat tau fragment), heparin-induced fibrillization, ThT fluorescence | 270,000 tested, 2.1% active; further: on the % scale 0 is the no-effect control and ±100 the full control effect; nearly all actives have a fitted effect of over 55% in size
Target sequence (P10636 561-689 P618L limits assumed): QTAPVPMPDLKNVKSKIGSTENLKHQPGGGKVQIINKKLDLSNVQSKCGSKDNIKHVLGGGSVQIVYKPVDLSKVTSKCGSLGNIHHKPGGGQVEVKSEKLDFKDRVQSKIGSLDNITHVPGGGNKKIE
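Recombinant human tau K18 fragment […] carrying P301L, 15 uM unlabeled plus 0.24 uM Alexa 594-labeled, was fibrillized with 20 uM heparin in 100 mM sodium acetate pH 7 for 6 hr at 37 C; 30 uM ThT fluorescence read after 1 hr.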
RECQ1 inh = inhibitors of human RECQ1 DNA helicase; P46063; RECQ1 DNA unwinding, red fluorescence kinetic read; Potency, µM (top dose mostly 57.3 µM), without a hit: at the top dose activity, negative = inhibition, most hits filed as inhibitors; 240,000 tested, 0.54% active;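 further: plate controls were vehicle for no effect and no enzyme for full effect; nearly all actives have a fitted effect of over 30% in size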
Target sequence (P46063 whole entry, looked up): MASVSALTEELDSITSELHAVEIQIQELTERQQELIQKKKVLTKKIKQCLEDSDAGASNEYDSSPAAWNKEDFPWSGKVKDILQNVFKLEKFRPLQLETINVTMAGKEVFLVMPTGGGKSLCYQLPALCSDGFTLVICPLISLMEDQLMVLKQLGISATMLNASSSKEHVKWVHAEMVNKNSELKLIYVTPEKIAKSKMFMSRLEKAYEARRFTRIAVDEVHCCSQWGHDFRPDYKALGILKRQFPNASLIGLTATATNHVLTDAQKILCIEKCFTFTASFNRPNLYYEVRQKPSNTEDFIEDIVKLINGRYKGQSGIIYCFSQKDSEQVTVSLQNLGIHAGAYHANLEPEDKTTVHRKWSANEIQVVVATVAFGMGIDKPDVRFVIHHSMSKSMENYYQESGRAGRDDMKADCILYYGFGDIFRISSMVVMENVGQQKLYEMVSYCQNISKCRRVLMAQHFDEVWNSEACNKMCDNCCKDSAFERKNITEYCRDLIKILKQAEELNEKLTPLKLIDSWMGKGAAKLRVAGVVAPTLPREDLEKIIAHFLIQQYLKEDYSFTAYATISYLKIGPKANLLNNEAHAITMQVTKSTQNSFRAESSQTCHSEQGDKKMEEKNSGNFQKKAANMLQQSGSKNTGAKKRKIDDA
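RECQ1T1 50 nM; forked duplex (20 bp + 30-nt ss tails) 200 nM, ATP 2 mM final; pH 8.0, 2 mM MgCl2, 2.5 ug/ml poly(dI-dC); 15 min compound preincubation; discontinuous kinetic read over 2 h at RT.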
LMNA splice mod = LMNA splicing modulation; HeLa LMNA splicing GFP/RFP minigene ratio, 48 h; Potency, µM (doses to about 46.1 µM), without a hit: at the top dose ratio change, negative = inhibition, most hits filed as inhibitors; 200,000 tested, 0.01% active; active means well fitted inhibition curve with a large enough effect in the signal ratio, with a control signal flat, not every such curve was filed as active; inconclusive means small, poorly fitted or top-dose-only effect, or effect the other way, or a change in a side signal; the % refers to the signal ratio; further: on the % scale 0 is the no-effect control and ±100 the full control effect
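S3 HeLa stable clones carrying a lamin A-EGFP splicing minigene plus DsRed2 were seeded at 600 cells/well in Opti-MEM with 2% FBS, pin-dosed and incubated 48 h at 37°C. Acumen cytometry (488 nm) gave the GFP/RFP total-intensity ratio.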
KinaseGlo FLuc = blocks Kinase-Glo luciferase, a counter-screen artifact | Kinase-Glo luciferase, ATP luminescence, 8 min | Q27757 | Potency, µM (doses to about 38.3 µM), for inactives: at the highest dose activity change, negative = inhibition, usual class: inhibitors | 200,000 tested, 0.28% active; further: on the % scale 0 is the no-effect control and ±100 the full control effect; nearly all actives have a fitted effect of over 60% in size
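Luminescence was the read-out, taken after 8-minute incubation at ambient temperature. Luciferase turned over luciferin with 10 uM ATP in imidazole pH 7.2 buffer containing KCl, MgCl2, Tween 20 and BSA.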
SMN2 splice up = enhancers of SMN2 splice variant expression | HEK293 SMN2-luciferase splicing reporter, luminescence, 30-36 h | Potency, µM (highest dose often 46.1 µM), for inactives: top-dose activity change, positive = activation, usual class: activators | 210,000 tested, 2.8% active | AID 1458; further: % of control where 0% means no effect; nearly all actives have a fitted effect of over 55% in size
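qHTS luciferase splicing reporter: luminescence rises when SMN2 exon 7 is included in transfected HEK293 cells. Compound exposure lasted 30-36 h at 37C, with 4.5 mM final sodium butyrate as control, followed by a ONE-Glo read.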
ALDH1A1 block = blocks purified human ALDH1A1 activity | Purified ALDH1A1, NADH fluorescence, propionaldehyde substrate | Potency, µM (highest dose often 75.3 µM), inactives show at the highest dose activity, negative = inhibition, hits mostly inhibitors | 220,000 tested, 7.3% active | AID 1030; active means well fitted inhibition curve with a large enough effect, not every such curve was filed as active; inconclusive means small, poorly fitted or top-dose-only effect, or another doubt; inactive means no such curve, though single readings can be large or run the other way;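 further: plate controls were no enzyme wells and a reference inhibitor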
* = called active by the depositor; i = inactive; ? = inconclusive; . = no result given; & = joins results of further samples; [ ] = remark or other dose. Unless noted, the call rests on the fitted dose curve; in most records, active means well fitted curve in the direction sought with a large enough effect; inconclusive means small, poorly fitted or top-dose-only effect, or another doubt; inactive means no such curve, though single readings can be large; an effect the other way counts as inactive or inconclusive. Potency means the concentration at half of the fitted maximal effect.

SMILES	JMJD2E inh	L3MBTL1 block	Tau fibril ThT	RECQ1 inh	LMNA splice mod	KinaseGlo FLuc	SMN2 splice up	ALDH1A1 block
COc1cc(COCC(O)CN2CCc3ccccc3C2)cc(OC)c1OC (stereo not given)	5%	5%	-6%	12%	.	-1%	-7%	6%
O=C(c1ccccc1)n1nnc2ccccc21	0%	.	7%	-2%	6%	-5%	-4%	3%
Nc1nn(-c2ccccc2)c(N)c1N=Nc1ccccc1	5%	-6%	5µM*	-2%	?	1%	8.9µM*	5%
CCOc1ccc2nc(NC(=O)C(CCSC)NS(=O)(=O)c3cccs3)sc2c1 (stereo not given)	2%	.	-4%	i	2%	-7%	-19%	-3%
N#CC(C(=O)Nc1cccc(Cl)c1)=C1Nc2ccccc2N1	?	.	-16%	i	0%	2%	27%	-11%
CCOc1ccc(Br)cc1S(=O)(=O)Nc1ccc(Cl)c(S(=O)(=O)N(C)C)c1	-13%	2%	-9%	-15%	?	.	.	0.35µM*
Cc1ccc(OCc2n[nH]c(=S)n2Cc2ccccc2)cc1	2%	-2%	-3%	i	.	-4%	.	-1%
CCOc1cc(CNCCO)cc(Br)c1OCc1cccs1	6%	2%	-2%	-6%	7%	-3%	-37%[inhibitor]	8%
O=C(NN=C1CCCCCCCCCCC1)c1cccc(S(=O)(=O)N2CCOCC2)c1	34%[activator]	3%	1%	-3%	?	13%	-8%	13µM*
O=C1CCN(S(=O)(=O)c2ccc(Cl)cc2)N1	-4%	-2%	-11%	0%	5%	-1%	-4%	6%
Cc1nc2cc(NC(=O)COc3ccc(C#N)cc3)ccc2n1-c1ccccc1	4%	?	3%	0%	?	-2%	20%	11µM*
O=C(O)Cc1ccc(NS(=O)(=O)c2c(Cl)cccc2Cl)cc1	-1%	2%	-4%	i	-16%[46 µM]	4%	12%	1%
c1ccc(-c2nc[nH]c2-c2ccccc2)cc1	?	.	5%	-1%	-2%	0%	12%	-4%
CC(C)CC1C2C(=O)N(c3ccccc3)C(=O)C2ON1c1ccccc1 (stereo not given)	11%	-4%	-5%	i	.	.	.	.
C#CCn1c(=NC(=O)c2sc3ccccc3c2Cl)sc2cc(S(N)(=O)=O)ccc21	?	5%	-3%	5%	3%	-1%	0%	?
Cc1ccc(-c2nn3c(C)nnc3s2)cc1NCc1c(F)cccc1Cl	123%	24%[11.4 µM]	-3%	i	-1%	0%	?	?
COc1ccc(/C=N/NC(=O)COc2ccc(Cl)cc2Cl)cc1Cn1nc(C)cc1C	2%	7%	-7%	0%	-1%	1%	-7%[1.84 µM]	8%
Cc1cccc(N(C(=O)CNC(=O)c2ccco2)C(C(=O)NCC2CCCO2)c2ccccc2)c1 (stereo not given)	5%	0%	-4%	-10%	15%[46 µM]	-1%	.	13%
Cc1ccc2cc(CCNC(=O)c3cccs3)c(=O)[nH]c2c1	-22%	1%	-11%	-1%	10%	10%	10µM*	?
Cc1ccc(Nc2nnc(SCc3ccccc3)s2)cc1	7%	0%	-10%	-10%	-5%	1%	14µM*	9%
Cc1ccc(C(=O)Oc2cccc(NC(=O)c3cccs3)c2)cc1S(=O)(=O)N1CCOCC1	?	.	2%	i	-2%	1%	0%	-9%
O=C(CCn1c(=O)oc2ccccc21)Nc1nccs1	5%	3%	-6%	-1%	9%	-3%	-11%	10%
C=C(C)C(O)/C=C/c1ccc(Br)cc1 (stereo not given)	13%	.	?	-7%	.	-5%	-4%	5%
CCC/C=C(\CCC)C(NS(=O)(=O)c1cccc2cccnc12)c1ccc(-c2ccccc2)cc1 (stereo not given)	3%	.	-13%	10%	.	-7%	8%	-10%
Cc1noc2ncnc(N3CCN(c4cccc(Cl)c4)CC3)c12	-8%	-9%	?	0%	?	2%	-54%[inhibitor]	-3%
SMILES	JMJD2E inh	L3MBTL1 block	Tau fibril ThT	RECQ1 inh	LMNA splice mod	KinaseGlo FLuc	SMN2 splice up	ALDH1A1 block
O=C(O)[C@H](Cc1ccccc1)NC(=O)N1CCN(c2ccc(F)cc2)CC1	-1%	7%	2%	-4%	.	.	.	.
Cc1ccc(C(=O)Nc2ccccc2C(=O)NCc2ccco2)cc1S(=O)(=O)N1CCCCC1	?	-1%	-1%	-5%	-5%	1%	-6%	?
CCOC(=O)/C(=N\Nc1ccccc1)P(=O)(c1ccccc1)c1ccccc1	-3%	-27%	-16%	1%	.	.	.	.
COc1cc(/C=C/C(=O)c2ccc(F)cc2)cc(OC)c1OC	16%	29%	10%	18%	.	2%	-71%[inhibitor]	?
Cn1c(CSc2nc3ccc(Br)cc3[nH]2)nc2ccccc21	-10%	6%	-10%	5%	-6%	-4%	-29%	4%
O=[N+]([O-])c1cccc2ccc(/C=C/c3cccc(Br)c3)nc12	-6%	?	10%	1%	-12%	-2%	?	1%
CCCCc1nc(SCC(=O)Nc2ccc(S(N)(=O)=O)cc2)n[nH]1	17%	.	-3%&2%	-1%	?	0%	8%	14%
C/C(=N/N1CCN(c2ccccn2)CC1)c1cccc([N+](=O)[O-])c1	59%[activator]	-5%	?	-11%	-1%	0%	-13%[1.84 µM]	12%
CCOC(=O)c1c(SC)[nH]c2c(Cl)cccc2c1=O	5%	7%	-2%	-14%	.	.	.	.
CC(C)N1C(=O)C2C(C(=O)NCc3ccccc3)C3C=CC2(O3)C1C(=O)NC(C)(C)C (stereo not given)	6%	3%	-7%	-3%	0%	-5%	-7%	1%
Fc1ccccc1NC(=S)Nc1cccc2cnccc12	?	-2%	?	i	-5%[46 µM]	-1%	-24%	18µM*
CN(C)c1nc2n(c(=O)n1)CCO2	4%	-5%	-4%	-17%	0%	-5%	-13%	1%
O=C(N/N=C/c1cccn1-c1ccc([N+](=O)[O-])cc1)C(O)c1ccccc1 (stereo not given)	9%	-4%	-10%	-2%	-8%	3%	-11%	-2%
FC(F)(F)c1ccccc1NC(=S)N/N=C1\CC2CC=CC12 (stereo not given)	10%	46%[activator]	6%	-2%	.	-3%	8%	7.9µM*
COc1ccc(Cn2nnnc2C(c2ccccc2)N2CCN(C3CCCC3)CC2)cc1 (stereo not given)	?	-6%	0%	5%	5%	-3%	-9%	8.9µM*
CC1CC(C)CN(c2ncc3c(n2)CC(c2ccccc2Cl)CC3=O)C1 (stereo not given)	-22%	-2%	-11%	0%	-9%	-2%	-24%	-5%
Cc1nnc2sc(-c3ccc(NC(=O)CSc4ccc(Cl)cc4)cc3)nn12	?	-9%	?	-26%	-4%	-1%	-11%	?
COc1cccc(NS(=O)(=O)c2ccc(S(=O)(=O)N3CCOCC3)cc2)c1	-1%	3%	-14%	i	?	-1%	-8%	-11%
O=[N+]([O-])c1ccc(N2CCN(CCO)CC2)c2ncccc12	1%	5%	-18%	-6%	-6%	0%	-13%[1.84 µM]	8%
O=C(C1CCN(S(=O)(=O)c2cccc3nsnc23)CC1)N1CCCc2ccccc21	-1%	-5%	-10%	-7%	-2%	1%	-43%[inhibitor]	?
COc1ccc(N(CC(=O)NCCSC2CCCCC2)S(C)(=O)=O)c(OC)c1	2%	.	-11%	3%	-6%	-1%	-39%	14µM*
Cc1c(C(=O)NCCN2C(=O)S/C(=C\c3cccs3)C2=O)cccc1[N+](=O)[O-]	-6%	0%	-10%	-11%	-2%	-2%	-5%	8%
CC(C)C(NS(=O)(=O)c1cccc(C(F)(F)F)c1)C(=O)O (stereo not given)	6%	7%	-3%	-3%	.	.	.	.
CCN1C(=O)CC2(C[N+]3(C)CCC2CC3)C1=O (stereo not given)	0%	5%	-5%	-4%	-1%	-2%	8%	16%
C/C(Cl)=C/Cn1c(NCCCn2ccnc2)nc2c1c(=O)[nH]c(=O)n2C	3%	0%	-1%	-6%	-2%[0.0737 µM]	-3%	14%	7%
SMILES	JMJD2E inh	L3MBTL1 block	Tau fibril ThT	RECQ1 inh	LMNA splice mod	KinaseGlo FLuc	SMN2 splice up	ALDH1A1 block
COc1ccccc1N1C(=O)C2C3CC(c4ccccc4)C(C3)C2C1=O (stereo not given)	4%	3%	-3%	-1%	0%	-2%	-4%	-3%
O=C(Nc1cccc(-c2nc3ncccc3o2)c1)c1ccco1	?	.	-18%	-3%	-17%	3%	-9%	-9%
COCCN(Cc1cc2cc(C)c(C)cc2nc1Cl)C(=O)N1CCOCC1	11%	-1%	7%	-1%	-12%[46 µM]	0%	18%	14%
C[n+]1ccccc1/C=N\O	-3%[25.5 µM]	.	.	2%[25.9 µM]	?	4%[17.1 µM]	-9%[20.6 µM]	-9%[20.9 µM]
COc1ccc(S(=O)(=O)NC(C)(C)C)cc1-c1nnc2c3ccccc3c(C)nn12	-18%	.	-1%&-4%	-11%	6%[46 µM]	-1%	12%	6%
CCN1C(=O)N/C(=C/c2ccc(C)o2)C1=O	-29%	-16%	?	-14%	5%	0%	-14%	15µM*
CC(=O)NS(=O)(=O)c1ccc(NC(=O)CN2C(=O)C3C4C=CC(C4)C3C2=O)cc1 (stereo not given)	-1%	-7%	12%	-3%	-5%	-6%	?	-12%
CCOCCCN(C(=O)Cn1nnc2ccccc21)C(C(=O)NCc1ccco1)c1ccncc1 (stereo not given)	?	.	?	i	6%	0%	11%	-7%
Cn1c(=O)c2c(Nc3ccc(F)cc3)cc(=O)n(-c3ccccc3)c2n(C)c1=O	-7%	11%	-6%	i	.	.	.	.
CN(Cc1cccs1)C(=O)Cc1csc(-c2ccccc2)n1	0%	.	-18%	-5%	.	1%	?	-5%
Cc1ccc2c(c1)nnn2C1CCN(CC(=O)NCCc2nc3ccccc3[nH]2)CC1	3%	6%	-8%	-9%	2%	.	.	8%
COc1ccc(-c2noc(CCC(=O)NCCCN3CCC(Cc4ccccc4)CC3)n2)cc1	-1%	1%	-7%	-6%	?	1%	-50%[inhibitor]	?
COC(=O)c1ccccc1NC(=O)c1cc(C2CC2)on1	-1%	8%	-12%	-2%	?	3%	?	-3%

An excerpt from above, showing only ALDH1A1 block:
mol	ALDH1A1 block
COc1ccccc1N1C(=O)C2C3CC(c4ccccc4)C(C3)C2C1=O (stereo not given)	-3%
C[n+]1ccccc1/C=N\O	-9%[20.9 µM]

A portion of the library; rates above refer to the full screens.
